Screens as filed in PubChem BioAssay.
Salmonella PhoP GFP = PhoP regulon inhibitors, Salmonella typhi PhoP promoter GFP reporter, confirmatory (AID 1850); Salmonella Typhi PhoP-promoter GFP reporter, fluorescence, 4 h; higher % means a stronger effect; inhibition, % at 50 µM; hits with a dose series show IC50 in µM; 310,000 compounds, 0.33% hits; in the data active = a potency from the dose series; inconclusive = inhibition mostly from about 25% at the one dose, without a potency; inactive = the rest, 99 in 100 with inhibition below about 19%;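 note: 0% = induced wells with vehicle and 100% = uninduced wells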
M. tuberculosis = growth inhibition of non-replicating M. tuberculosis (AID 488890); inhibition, % at 25 µM; hits with a dose series show IC50 in µM; Mycobacterium tuberculosis non-replicating, growth inhibition; higher % means a stronger effect; 320,000 compounds, 0.39% hits; in the data active = a potency from the dose series; inconclusive = inhibition mostly from about 82% at the one dose, without a potency; inactive = the rest, 99 in 100 with inhibition below about 76%;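 note: plate controls were DMSO cells for no effect and high antibiotic wells for full effect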
H37Rv inhibition = M. tuberculosis growth inhibition, HTS (AID 449762); M. tuberculosis H37Rv growth inhibition, 7H9 media; higher % means a stronger effect; 330,000 compounds, 0.59% hits; inhibition, % at 25 µM; hits with a dose series show IC50 in µM; in the data active = a potency from the dose series; inconclusive = inhibition above about 70% without an active follow-up result;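 note: bacterial growth assessed after seven days of incubation; strong numbers were not always called active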
H1N1 NS1A inhibition = NS1A inhibition, H1N1 influenza, cell based functional assay (AID 504329); 340,000 compounds, 0.3% hits; NS1A functional cell-based assay, percent inhibition; higher % means a stronger effect; inhibition, % at 12.5 µM, or IC50 in µM where a hit was titrated; in the data active = a potency from the dose series; inconclusive = inhibition above about 27% without an active follow-up result; note: strong numbers were not always called active
VEEV TC-83 Vero = inhibitors of VEEV TC-83 cytopathic effect, confirmation, Vero cells (AID 588727) | Vero cells, VEEV TC-83 cytopathic effect inhibition; higher % means a stronger effect | one-dose inhibition, % at 20 µM; IC50 in µM for titrated hits | 350,000 compounds, 0.13% hits; in the data active = a potency from the dose series; inconclusive = inhibition mostly from about 14% at the one dose, without a potency; inactive = the rest, 99 in 100 with inhibition below about 12%; note: strong numbers were not always called active
The depositor's hits bear a star; i = inactive; u = inconclusive; x = no result given.

SMILES	Salmonella PhoP GFP	M. tuberculosis	H37Rv inhibition	H1N1 NS1A inhibition	VEEV TC-83 Vero
C(=N\N1CCN(Cc2cccc3ccccc23)CC1)/c1cccs1	12%	16%	2%	17%	0.5%
COc1ccc(CCN(C)C(=O)CCNS(=O)(=O)c2ccccc2C(F)(F)F)cc1OC	x	12%	-13%	-8%	1.1%
COc1ccc(CCNC(=O)CCOc2ccc(C(C)(C)C)cc2)cc1OC	-2%	5%	-9%	-4%	3.0%
CC(C)Oc1ccc(CCC(=O)NNC(=S)Nc2ccccc2)cc1	6%	28%	-5%	0%	0.4%
S=C(NCCCN1CCOCC1)Nc1ccc(-c2nc3ccccc3[nH]2)cc1	-1%	17%	-2%	7%	i
CCOc1ccc(-c2cc(C(=O)N3CCN(c4ccccn4)CC3)c3ccccc3n2)cc1	-11%	-4%	-4%	6%	1.2%
CN(Cc1nc2ccccc2n1C)C(=O)c1ccco1	-6%	-9%	-4%	-15%	2.6%
O=C(c1ccco1)N1CCc2[nH]nc(-c3ccc(Cl)cc3)c2C1	6%	-13%	3%	3%	4.2%
CSCCC(NC(=O)COc1ccccc1)C(=O)N(C)CC(=O)Nc1ccc(Cl)cc1 (centres undefined)	x	11%	-4%	-8%	7.4%
O=C(CN1c2cccc3cccc(c23)S1(=O)=O)Nc1ccccc1Br	x	3%	8%	-3%	9.3%
c1cncc(CNC2CCCCC2)c1	-4%	-6%	-8%	-7%	0.8%
CC(=O)Nc1ccc(NC(=O)CS(=O)(=O)c2cn(CC(=O)N3CCCC3)c3ccccc23)cc1	-2%	-2%	-2%	-7%	1.9%
O=C(Oc1ccc([N+](=O)[O-])cc1)c1cncc(Br)c1	5%	25%	2%	-1%	i
O=C(NC(=S)N1CCN(c2ccccn2)CC1)c1ccco1	5%	13%	1%	-9%	1.0%
O=C(NCCc1nnc2ccc(SCC(=O)N3CCOCC3)nn12)c1ccccc1	-10%	-3%	-4%	-7%	3.5%
O=C(NC1CCCCC1)N1CCC(c2nc3ccc(Cl)cc3[nH]2)CC1	2%	19%	0%	25%	0.9%
COc1cc(C(=O)N[C@H](C(=O)NC(C)C23CC4CC(CC(C4)C2)C3)C(C)C)cc(OC)c1OC (some centres undefined)	-2%	31%	-1%	6%	0.1%
CN1CCC(N(C)c2nc(-c3ccc([N+](=O)[O-])cc3)nc3ccccc23)CC1	x	x	x	5%	i
C=CCn1c(=N)n(CC(=O)OCC)c2ccccc21	6%	-3%	-5%	-7%	i
CN1[C@H]2CC[C@@H]1C(C(=O)N1CCOCC1)=C(O)C2	x	-8%	-12%	-6%	0.3%

One compound at a time, as listed above.
Profile of `S=C(NCCCN1CCOCC1)Nc1ccc(-c2nc3ccccc3[nH]2)cc1` : Salmonella PhoP GFP = -1%; M. tuberculosis = 17%; H37Rv inhibition = -2%; H1N1 NS1A inhibition = 7%; VEEV TC-83 Vero = i
Profile of `CC(C)Oc1ccc(CCC(=O)NNC(=S)Nc2ccccc2)cc1` : Salmonella PhoP GFP = 6%; M. tuberculosis = 28%; H37Rv inhibition = -5%; H1N1 NS1A inhibition = 0%; VEEV TC-83 Vero = 0.4%

Part of the list above, reduced to H37Rv inhibition:
SMILES | H37Rv inhibition
c1cncc(CNC2CCCCC2)c1 | -8%
S=C(NCCCN1CCOCC1)Nc1ccc(-c2nc3ccccc3[nH]2)cc1 | -2%
COc1ccc(CCN(C)C(=O)CCNS(=O)(=O)c2ccccc2C(F)(F)F)cc1OC | -13%
O=C(c1ccco1)N1CCc2[nH]nc(-c3ccc(Cl)cc3)c2C1 | 3%
CSCCC(NC(=O)COc1ccccc1)C(=O)N(C)CC(=O)Nc1ccc(Cl)cc1 (centres undefined) | -4%
O=C(NC(=S)N1CCN(c2ccccn2)CC1)c1ccco1 | 1%
CC(=O)Nc1ccc(NC(=O)CS(=O)(=O)c2cn(CC(=O)N3CCCC3)c3ccccc23)cc1 | -2%

Next part
SMILES	Salmonella PhoP GFP	M. tuberculosis	H37Rv inhibition	H1N1 NS1A inhibition	VEEV TC-83 Vero
Cc1ccc2nc3c(cc(S(=O)(=O)c4ccccc4)c(=N)n3C3CCCC3)c(=O)n2c1	x	x	x	-4%	0.3%
COc1cccc(CNc2ccc(F)c(Cl)c2)c1	-3%	34%	0%	-4%	1.4%
CCOc1ccc(S(=O)(=O)NCCC(=O)NCC(C)(C)N2CCOCC2)cc1	2%	-11%	-4%	-3%	0.6%
COc1cc([N+](=O)[O-])ccc1NC(=S)N1CCOCC1	-6%	18%	-9%	-12%	4.2%
CCOC(=O)c1ccc(CSc2nncn2N)o1	0%	8%	-1%	5%	5.2%
C[C@@]12C(=O)Nc3cc(F)c(F)cc3C(=O)N1[C@H]1c3ccccc3OC[C@@H]1[C@@H]2c1ccccc1	x	x	x	11%	1.5%
CN1CCN(c2ccc(NC(=O)c3ccccc3Br)cc2)CC1	14%	-8%	-3%	3%	0.5%
CCOC(=O)Cc1cc(=O)n2[nH]c(C)c(-c3ccc(Cl)cc3)c2n1	14%	u	u	-17%	0.2%
CCOc1ccc(S(=O)(=O)N2CCOCC2)cc1NC(=O)CN1C(=O)NC(C)(c2ccc(C)cc2)C1=O (centres undefined)	x	x	x	-7%	3.2%
COc1ccc2nc(NC(=O)C3CC(=O)N(c4ccc5c(c4)OCCO5)C3)sc2c1 (centres undefined)	x	x	x	-7%	4.0%
CCc1ccc(Oc2nc([N+](=O)[O-])nn2C)cc1	-4%	23%	u	8%	0.1%
CCN1C(=O)c2cccc3c(S(=O)(=O)N4CCNCC4)ccc1c23	x	13%	5%	-2%	6.9%
CCCCNC(=O)CSc1nc2ccccc2n1S(=O)(=O)c1ccc(Cl)cc1	2%	23%	0%	-7%	0.1%
O=C(NCCc1cccc(C(F)(F)F)c1)C1CCC(=O)N(Cc2ccc(Cl)cc2)C1 (centres undefined)	-8%	23%	2%	-5%	3.5%
Cc1cc2oc(C(=O)N3CCN(Cc4ccccc4)CC3)c(C)c2cc1C	8%	11%	-5%	13%	2.8%
N/C(=N\N=C/c1ccc(Br)cc1)N/N=C\c1ccc(Br)cc1	-6%	u	u	10%	i
CCCn1c2ccccc2c2cnn(CC(=O)NC3CCC(C)CC3)c(=O)c21 (centres undefined)	3%	-6%	9%	-5%	1.8%
CCOC(=O)c1oc2ccc(Cl)cc2c1NC(C)=O	15%	6%	-4%	-10%	i
S=C(NCCc1ccccc1)NCc1cccc(Cl)c1	-4%	u	-2%	-1%	1.4%
Cc1ccc(NC(=O)CSc2nc(N)c(-c3ccccc3)c(=O)[nH]2)cc1Cl	-2%	5%	31%	8%	i
CN(C)C(=O)C(OC(=O)c1ccc2ccccc2n1)c1ccccc1 (centres undefined)	6%	-2%	-2%	2%	1.1%
O=S(=O)(Cc1nnnn1-c1ccc(Br)cc1)c1ccc(F)cc1	-3%	10%	-8%	-5%	0.6%
COC1=C(N2CCOCC2)C(=O)c2ccccc2C1=O	7%	-3%	-5%	-25%	11%
O=C(CCc1ccccc1)NC(=S)Nc1ccc2c(c1)C(=O)OC2	-8%	15%	5%	-4%	0.3%
O=S(=O)(Nc1ccc(N2CCCCC2)cc1)c1ccccc1F	2%	u	24%	x	1.5%
CN1C(=O)Cc2cc(S(=O)(=O)N3CCN(c4cccc(C(F)(F)F)c4)CC3)ccc21	-14%	4%	6%	9%	0.8%
Cc1ccc(/C=C2/Sc3ccccc3N(CC(=O)NCCCOC(C)C)C2=O)cc1	1%	11%	2%	18%	8.6%
CSCCC(NC(=O)c1ccc([N+](=O)[O-])cc1Cl)C(=O)OCC(=O)C12CC3CC(CC(C3)C1)C2 (centres undefined)	-1%	41%	-3%	7%	1.1%
O=C(COc1ccc(Br)cc1)OCc1nnc(-c2ccccc2)o1	-3%	60%	6%	-5%	2.0%
Cc1cc(NC(=O)CSc2nnc(COc3ccccc3)o2)no1	3%	28%	-1%	-4%	1.2%
CCCc1c(C(=O)N/N=C/c2cccs2)nnn1-c1nonc1N	-10%	0%	1%	9%	1.9%
CCC(CC)NCC(O)COc1ccc(Br)cc1 (centres undefined)	-2%	-5%	3%	-1%	i
Cc1cc(C)c(S(=O)(=O)NCC2CCC(C(=O)NCCCN3CCOCC3)CC2)c(C)c1 (centres undefined)	x	x	x	-2%	i
Cc1ccc(-c2nc(CSCC(=O)N3CCCC3)c(C)o2)cc1	1%	-9%	-2%	0%	i
Clc1ccc(CO/N=C2\CCCc3nonc32)c(Cl)c1	-6%	22%	-6%	-13%	0.3%
O=C(Nc1nnc(Cc2ccccc2)s1)C1CCC1	4%	30%	8%	-5%	0.7%
CC(=O)c1cc(F)ccc1OCC(=O)N1CCN(c2ccc(F)cc2)CC1	-2%	20%	10%	11%	1.0%
CNC(=O)CCn1nc(-c2ccc(Cl)cc2)c2ccccc2c1=O	11%	7%	7%	7%	0.6%
Cc1c(NC(=O)N(C)c2ccccc2)c(=O)n(-c2ccccc2)n1C	-3%	-15%	-1%	-1%	i
Cc1ccc(N2CCN(S(=O)(=O)c3c(C)nc4scc(C)n4c3=O)CC2)c(C)c1	4%	26%	8%	5%	6.3%

Given with bars between the fields: 7 of the compounds above
SMILES | Salmonella PhoP GFP | M. tuberculosis | H37Rv inhibition | H1N1 NS1A inhibition | VEEV TC-83 Vero
CCCc1c(C(=O)N/N=C/c2cccs2)nnn1-c1nonc1N | -10% | 0% | 1% | 9% | 1.9%
COC1=C(N2CCOCC2)C(=O)c2ccccc2C1=O | 7% | -3% | -5% | -25% | 11%
Cc1ccc(-c2nc(CSCC(=O)N3CCCC3)c(C)o2)cc1 | 1% | -9% | -2% | 0% | i
O=S(=O)(Nc1ccc(N2CCCCC2)cc1)c1ccccc1F | 2% | u | 24% | x | 1.5%
O=C(COc1ccc(Br)cc1)OCc1nnc(-c2ccccc2)o1 | -3% | 60% | 6% | -5% | 2.0%
CCC(CC)NCC(O)COc1ccc(Br)cc1 (centres undefined) | -2% | -5% | 3% | -1% | i
O=C(Nc1nnc(Cc2ccccc2)s1)C1CCC1 | 4% | 30% | 8% | -5% | 0.7%

Next section.
SMILES	Salmonella PhoP GFP	M. tuberculosis	H37Rv inhibition	H1N1 NS1A inhibition	VEEV TC-83 Vero
Cc1ccc(-c2cc(N)n(Cc3ccc(Cl)cc3)n2)cc1	4%	9%	-3%	1%	1.3%
CCCCn1c(CNC(C)=O)nc2ccccc21	-1%	-14%	-6%	1%	1.4%
Cc1cc(S(=O)(=O)N2CCCC2)c(C)s1	-4%	-3%	4%	-2%	i
Cc1nc2cc(NC(=O)N3CC4(C)CC3CC(C)(C)C4)ccc2n1C (centres undefined)	-8%	15%	7%	-8%	0.2%
O=C(CC12CC3CC(CC(Br)(C3)C1)C2)NCc1ccccc1	4%	0%	7%	-9%	i
COc1ccccc1CN1CC(C(=O)NCc2c(F)ccc(C)c2F)CCC1=O (centres undefined)	-21%	29%	10%	10%	0.4%
N#Cc1c(-c2cccs2)nc(SCC(=O)c2ccc(Br)cc2)[nH]c1=O	-18%	56%	-2%	-5%	0.8%
COc1ccc(CNC(=O)N2CCN(S(=O)(=O)c3ccccc3F)CC2)cc1	2%	3%	6%	-2%	0.1%
CC1(C)Cc2c(sc(NC(=O)c3ccc(C(=O)c4ccccc4)cc3)c2C(N)=O)C(C)(C)N1	11%	u	22µM*	20%	11%
c1ccc(Oc2nc(-c3ccccn3)nc3ccccc23)cc1	-1%	u	u	x	13%
